Screening data (PubChem)
MOR-DOR inv ag = inverse agonist of human OPRM1-OPRD1 heterodimerization; P35372+P41143; cell-based MOR-DOR heterodimer luminescence, inverse agonism; inhibition, % at 9.3 µM; 340,000 compounds, 0.21% hits; AID 504357; in the data active = inhibition above about 22%, passing the limit was not always enough;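 note: 0% = cells with DMSO and 100% = wells without cells with DMSO; values of inactives mirror those of a sister screen read the other way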
Target sequence (P35372 whole entry, looked up): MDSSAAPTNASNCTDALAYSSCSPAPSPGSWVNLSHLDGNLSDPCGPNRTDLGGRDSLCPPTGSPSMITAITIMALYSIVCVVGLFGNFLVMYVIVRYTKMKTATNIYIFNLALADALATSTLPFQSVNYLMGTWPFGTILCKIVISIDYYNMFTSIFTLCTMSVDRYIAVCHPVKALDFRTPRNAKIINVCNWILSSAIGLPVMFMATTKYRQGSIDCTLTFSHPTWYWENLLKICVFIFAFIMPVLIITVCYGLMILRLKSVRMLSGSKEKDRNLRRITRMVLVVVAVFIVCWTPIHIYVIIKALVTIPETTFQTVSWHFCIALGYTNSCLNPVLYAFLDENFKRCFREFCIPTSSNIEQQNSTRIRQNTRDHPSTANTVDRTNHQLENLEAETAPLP
Target sequence (P41143 whole entry, looked up): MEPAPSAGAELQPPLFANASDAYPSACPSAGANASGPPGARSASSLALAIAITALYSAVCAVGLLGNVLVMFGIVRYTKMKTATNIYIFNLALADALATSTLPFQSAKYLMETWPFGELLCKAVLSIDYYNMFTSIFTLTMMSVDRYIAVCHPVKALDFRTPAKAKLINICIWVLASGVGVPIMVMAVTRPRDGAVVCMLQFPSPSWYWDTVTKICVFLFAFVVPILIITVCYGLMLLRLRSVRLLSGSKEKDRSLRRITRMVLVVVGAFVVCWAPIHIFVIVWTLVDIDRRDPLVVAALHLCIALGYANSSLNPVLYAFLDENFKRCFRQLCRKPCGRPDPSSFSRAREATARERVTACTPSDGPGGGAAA
Ecoli viability = bacterial growth inhibition, counter-screen for AddAB inhibitors. E. coli V3065 growth, OD600 absorbance, 18 h. inhibition, % at 11.9 µM. 330,000 compounds, 0.27% hits;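 active = inhibition above the campaign's mean inhibition across all tested compounds plus 3 SD, cut at about 9.9% in these data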;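 note: uninfected addAB+ strain grown without phage in ampicillin broth; 0% = DMSO wells and 100% = ciprofloxacin 0.95 µg/ml wells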
MOR-DOR ag = OPRM1-OPRD1 heterodimerization agonism | P35372+P41143 | cells, luminescence | activation, % at 9.3 µM | 340,000 compounds, 0.3% hits | AID 504326; in the data active = activation above about 18%;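 note: 0% = vehicle-treated cells and 100% = reference agonist; values of inactives mirror those of a sister screen read the other way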
PKA-R2B act = PKA-R2B complex activation; PKA-R2B holoenzyme dissociation, Cy5-IP20 fluorescence polarization; R2B truncated from residue 108, S112A mutant; 0% DMSO only, 100% 113 µM cGMP; activation, % at 11.4 µM; 340,000 compounds, 0.079% hits;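 active = activation above a cutoff set at the mean over all compounds plus 3 SD, cut at about 18% in these data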;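 note: higher means more holoenzyme dissociation and a rise in polarization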
PKA-R1A act = activates the PKA-R1A holoenzyme complex. 340,000 compounds, 0.083% hits. P00514+P68181. activation, % at 11.4 µM. AID 504707. PKA-R1A dissociation, Cy5-IP20 fluorescence polarization; scaled: DMSO 0%, 113 µM cGMP 100%;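 active = percent activation above the mean of all tested compounds plus 3 SD, cut at about 19% in these data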;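 note: higher means more PKAc released from R1A so a rise in polarization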
Tat transport = inhibitors of E. coli Tat protein transport; E. coli MC4100 TorA-mCherry Tat export, fluorescence; inhibition, % at 10 µM; 340,000 compounds, 0.036% hits; AID 488895;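 active = mean replicate inhibition at least 50% and at least half of replicates individually reaching 50%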;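 note: exported cargo escapes ClpAP degradation while cytoplasmic cargo is degraded and loses fluorescence; 0% = median of neutral control wells and 100% = median of NaSCN control wells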
phage Ecoli inh = E. coli growth loss with phage present; growth absorbance; inhibition, % at 11.9 µM; 360,000 compounds, 0.26% hits; in the data active = inhibition above about 11%
HTR5A inv ctr = HTR5A inverse agonism, opioid heterodimer counter-screen; P47898; HTR5A cell line, luminescence; inhibition, % at 9.3 µM; 340,000 compounds, 0.083% hits; AID 504634; in the data active = inhibition mostly above about 23%, no sharp cut-off; inactive = mostly below about 18%;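 note: 0% = cells with DMSO and 100% = no-cell wells with DMSO; some compounds called inactive have numbers as strong as hits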
AddAB inh = less growth of phage-infected E. coli with AddAB. inhibition, % at 11.9 µM. E. coli expressing H. pylori AddAB, absorbance growth. AID 435030. 330,000 compounds, 0.29% hits; in the data active = inhibition above about 12%;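 note: 0% = vehicle wells of infected cells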
PfHsp90 yeast 2 = growth inhibition of yeast expressing Plasmodium Hsp90 | inhibition, % at 9.4 µM | S. cerevisiae expressing PfHsp90, BacTiter-Glo ATP, 48 h; yeast lacking PDR1 and PDR3 efflux regulators | 310,000 compounds, 0.32% hits;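 active = every replicate shows inhibition above about 80%, whatever the replicate mean, limit read from the data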;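 note: 0% = DMSO neutral controls and 100% = 20 µM radicicol positive controls; yeast relying on Plasmodium falciparum Hsp90 in place of its own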
Mot1-301 SUMO = blocks SUMOylation pathway, rescuing yeast Mot1-301 growth; S. cerevisiae Mot1-301 growth rescue, ATP luminescence, 38.5C; percent above DMSO median, 100 means doubled; 320,000 compounds, 1% hits; growth rescue, % at 18.8 µM; AID 2716;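 active = every valid replicate shows activation above 250% relative to neutral control wells; inactive = the rest, any valid replicate at or below 250%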;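 note: OY570 slx delta 5 strain wells were the positive control but not used for scaling; some compounds called inactive have numbers as strong as hits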
An asterisk follows results filed as active; . = no result given. Rows were taken by chance; any-hit rate near 2.2%.

structure,Tat transport,phage Ecoli inh,PKA-R2B act,PfHsp90 yeast 2,Mot1-301 SUMO,PKA-R1A act,AddAB inh,MOR-DOR inv ag,HTR5A inv ctr,MOR-DOR ag,Ecoli viability
S=C(Nc1ccc(Cl)c(Cl)c1)NN1CCOCC1,7,0.5,-8,-19,-8,8,1.9,-1,-26,0.2,-1.1
CCCn1c(NCc2ccco2)nc2c1c(=O)n(C)c(=O)n2C,16,1.4,-3,0,-2,6,-2.2,9,-6,-2.1,-2.2
Cc1ccc(-c2nc(P(=O)(c3ccccc3)c3ccccc3)c(N3CCOCC3)o2)cc1,17,4.1,-22,-13,914,-7,0.1,0,6,0.1,-1.7
O=[N+]([O-])c1ccc(CSc2ccc(S(=O)(=O)N3CCCCC3)cn2)cc1,8,0.1,-1,-1,28,-9,3.2,6,10,-1.4,0.9
N/C(Cn1cncn1)=N\NC(=O)C(=O)Nc1ccc(Cl)cc1Cl,-7,3.2,5,28,78,-4,1.2,0,-5,0.0,-0.7
CC(=O)c1ccc2noc(-c3ccc(Cl)cc3)c2c1,2,5.0,-5,-8,5,-2,1.8,-35,-10,6.8,3.2
CCOC(=O)C1Cc2ccccc2CN1 (stereo not drawn),-13,0.4,3,9,2,-10,-0.9,9,-3,-1.6,-2.9
Fc1ccc(-c2cc(C(F)(F)F)nc(NCc3cccs3)n2)cc1,10,0.6,-5,.,458*,-4,2.7,-6,-22,1.2,1.4
COc1ccc(NC(=O)COC(=O)/C=C/C(=O)OCC(=O)Nc2ccc(OC)c(Cl)c2)cc1Cl,-2,3.0,7,-2,-5,2,2.2,-2,-42,0.4,-3.1
COc1ccc(CCNC(=O)C(=O)N2CCCCC2)cc1OC,3,-0.7,7,10,35,-8,0.8,9,12,-1.6,-2.4
Cc1cccc(CNC(=O)c2ccc(NC(=O)C3=CSCCO3)cc2)c1,0,.,-8,-10,-10,-18,4.2,16,-17,-3.3,-1.2
Cc1cccc(N2CCCn3c2nc2c3c(=O)n(CCN3CCOCC3)c(=O)n2C)c1,5,0.9,-2,-8,-5,-5,2.7,7,18,-1.2,-0.6
CCC(=O)c1ccc(OCCN2CCOCC2)cc1,0,4.3,9,8,37,-3,1.9,13,-2,-2.5,-0.2
COc1ccccc1C(=O)NCCCCNC(=O)c1ccccc1OC,7,2.0,1,9,2,-8,1.1,5,-5,-1.0,-1.0
CC1CN(c2nc(N(C)c3ccccc3)nc(N)c2[N+](=O)[O-])CC(C)O1 (stereo not drawn),-2,2.4,-5,6,0,-10,-0.2,11,-14,-2.2,-0.5
CCn1c(N)c(C(=O)NCc2ccco2)sc1=S,4,3.0,-3,-2,-2,-2,-1.3,4,-20,-0.6,-0.4
Cc1ccccc1NC(=O)Cc1nc(COC(=O)c2ccc(Cl)c(S(N)(=O)=O)c2)cs1,-5,1.9,0,.,-16,0,-0.3,-1,-20,0.1,0.2
O=S(=O)(Nc1ccccc1Cl)c1cccc2nsnc12,-11,3.5,-7,-3,-4,-2,2.2,-3,21,0.6,-4.6
CCC(C)N1CC(O)=C(c2nc3ccccc3[nH]2)C1=N (stereo not drawn),-4,-0.3,-7,-2,-6,-2,1.1,19,7,-3.3,3.4
O=C(COC(=O)CCC1CCCC1)Nc1ccc(Cl)cc1F,-4,-1.0,-11,-3,27,2,3.0,-59,-9,11,-2.1
COc1ccc(/C=N/NC(=O)c2cc(-c3cccnc3)nc3ccccc23)c(OC)c1,-3,2.3,-4,-12,1,-1,1.5,12,-8,-2.4,-1.6
Cc1cc(N(C)C(=O)c2ccc3c(c2)S(=O)(=O)c2cc(Cl)ccc2C3=O)c(C(F)(F)F)o1,-1,2.5,-7,20,1,-10,4.9,-18,-23,3.1,1.5
O=[N+]([O-])c1cc2c(c(CSc3nnc(Nc4ccccc4)s3)c1)OCOC2,-1,3.8,-8,-9,-15,-3,0.4,-2,-17,0.3,1.7
COc1ccc(NC(=O)O/N=C/c2ccncc2)cc1,-1,4.3,-3,13,12,-12,4.5,11,7,-2.0,0.2
Nc1ccc(Oc2cccc(Oc3ccc(N)cc3)c2)cc1,-2,4.8,5,29,263,10,4.3,0,2,0.0,-0.3
COCc1[nH][nH]c(=O)c1C=NCC(=O)OC,-2,3.6,-2,.,1,-5,0.0,18,-18,-2.8,-2.0
O=C(CN1CCN(Cc2ccccc2)CC1)NC(=O)NC1CCCCC1,4,2.1,-7,-15,0,-8,1.0,9,15,-1.5,0.9
CCOC(=O)c1sc(=S)n(C)c1C,-1,2.8,-6,.,7,7,-0.7,15,-15,-2.6,-2.0
CCOC(=O)C1CCN(C(=O)CN(c2cc(Cl)ccc2OC)S(=O)(=O)c2ccccc2)CC1,-11,0.6,4,-13,7,-10,1.2,0,-13,-0.1,1.4
CCCNS(=O)(=O)c1cccc2cccnc12,2,2.0,8,-3,-19,2,2.3,5,-3,-1.0,0.3
NC(=O)/C(=C/c1ccco1)NC(=O)/C=C/c1ccccc1,-3,2.9,1,.,-17,-2,0.9,6,5,-1.1,-2.2
CCOc1ccc(-c2noc(-c3cccnc3)n2)cc1OC,-11,2.5,-1,-5,19,-6,2.1,-4,-20,0.7,-2.4
COc1cc(NCCC(=O)c2cccs2)c(OC)cc1Cl,-10,0.6,-9,-14,-5,-5,4.0,-11,6,2.4,-1.3
COc1ccc(Cl)cc1NC(=O)CCN1C(=O)C2CC=CCC2C1=O (stereo not drawn),-7,0.1,1,-9,-6,-10,1.8,2,-4,-0.3,2.4
Cc1cc(NC(=O)CCN2CCN(C)CC2)ccc1Br,5,3.5,-4,30,-9,-9,0.8,-5,18,0.9,-0.6
O=C(C1CCN(S(=O)(=O)c2cnc[nH]2)CC1)N1CCc2ccccc2C1,-2,1.1,-4,-1,-11,-2,-3.1,5,-20,-0.8,1.1
CCCn1c(SCC(=O)N2CCc3ccccc3C2)nc(O)cc1=O,-1,1.9,-3,14,-22,-11,1.5,2,1,-0.6,-1.9
Cn1cc(SCC(=O)NC2CCCC2)c2ccccc21,-5,3.1,-2,10,184,6,2.5,1,-10,-0.1,-1.4
CCSc1nc2ccccc2c(=O)n1Cc1ccc(F)cc1,1,4.6,-4,-10,-1,-5,1.5,-17,5,3.6,0.2
C#CCN1C(=O)S/C(=C\c2cc3c(cc2OC)OCO3)C1=O,22,2.8,-6,-18,-2,-5,-1.8,2,-23,-0.3,0.5
O=C(CN1CCN(S(=O)(=O)c2ccc(F)cc2)CC1)NC1CCCC1,2,1.6,0,-6,-17,15,0.9,7,35*,-1.2,0.6
CCOc1ccc(NC(=O)CN(C)C(=O)c2ccc(C3SCCS3)cc2)cc1OCC,0,0.1,-4,-2,-18,-4,-2.4,17,13,-3.2,0.2
COc1ccc(C(=O)NCC(=O)N/N=C(\C)c2ccco2)cc1OC,-18,1.1,-14,9,-4,-3,2.6,-4,17,0.8,0.0
O=C(/C=C/c1ccco1)N1CCC(Cc2ccccc2)CC1,0,-0.3,0,1,73,-5,1.2,6,2,-1.4,-1.4
Cc1ccc(/C=N/NC(=O)c2c(C)nc3ccc(Br)cn23)cc1,-2,3.0,-7,21,1,-6,2.8,10,5,-1.9,0.3
Cc1c(C(C)NC(=O)c2ccc3nc(Cc4ccccc4F)oc3c2)cnn1C (stereo not drawn),-2,3.0,2,-14,6,-6,3.2,6,4,-1.2,1.4
Cc1cc(C)c(S(=O)(=O)NCC(c2ccco2)N2CCc3ccccc3C2)c(C)c1 (stereo not drawn),7,3.7,2,0,193,-5,0.1,-24,-9,3.8,-0.8
O=C1CSC(=S)N1c1ccc(F)c(Cl)c1,-6,5.6,-7,7,139,-18,1.2,12,11,-2.8,-4.0
CS(=O)(=O)Nc1cccc(-c2cn3ccccc3n2)c1,1,1.7,-8,-12,-1,-3,0.9,-3,-22,0.6,2.4
CC(=O)NCc1ccc(C(=O)O)cc1,4,3.0,-7,4,-10,-3,0.1,4,1,-0.9,0.5
CCN(CCO)c1ccc(NC(=S)Nc2cccc(S(=O)(=O)N(C)C)c2)cc1,-4,2.9,-10,5,9,-10,0.2,-40,-2,6.9,-2.0
Cc1ccc(C(=O)NCCCn2ccnc2)o1,0,3.2,0,16,11,-5,0.2,5,7,-0.9,-3.0
Cc1cccc(N2C(=O)CC(SC(=Nc3ccccc3)Nc3ccccc3)C2=O)c1 (stereo not drawn),2,0.5,7,4,261,-10,-0.6,-4,-8,0.8,2.3
COc1ccc(NC(=O)CCc2nnc3ccc(N4CCC5(CC4)OCCO5)nn23)cc1,2,2.2,-4,-1,-3,-8,2.9,9,15,-1.8,1.0
COc1ccccc1-c1nnc(SCC(=O)O)n1-c1ccccc1,-6,2.8,2,-1,-3,-9,-0.2,14,1,-2.8,-0.4
CSCC(=O)NC1CCCN(C2Cc3ccccc3C2)C1 (stereo not drawn),-12,0.0,4,-14,41,-5,1.7,12,-14,-2.5,-0.5
Cc1ccc(C(=O)N[C@H](C(=O)OCc2cc(=O)oc3cc(C)ccc23)C(C)C)cc1,0,5.0,-4,32,69,9,-0.7,3,-5,-0.6,-0.6
CCOC(=O)CSc1nc2c(c(-c3ccc(C)o3)c1C#N)CCCC2,-11,0.6,-8,.,-2,-3,-1.5,18,-5,-3.9,-1.6
